EphB4 antag: EphB4-ephrin-B2 interaction antagonism; EphB4 LBD / TNYL-RAW-Alexa532 peptide, fluorescence polarization; inhibition, % at 7 µM; actives 0.15% (n = 97,000); P54760;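 active = inhibition above the screen-wide mean inhibition plus 3 SD, cut at about 15% in these data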;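 also: 0% = DMSO wells and 100% = excess unlabeled TNYL-RAW peptide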
Target sequence (P54760 whole entry, looked up, the tested form may be a part): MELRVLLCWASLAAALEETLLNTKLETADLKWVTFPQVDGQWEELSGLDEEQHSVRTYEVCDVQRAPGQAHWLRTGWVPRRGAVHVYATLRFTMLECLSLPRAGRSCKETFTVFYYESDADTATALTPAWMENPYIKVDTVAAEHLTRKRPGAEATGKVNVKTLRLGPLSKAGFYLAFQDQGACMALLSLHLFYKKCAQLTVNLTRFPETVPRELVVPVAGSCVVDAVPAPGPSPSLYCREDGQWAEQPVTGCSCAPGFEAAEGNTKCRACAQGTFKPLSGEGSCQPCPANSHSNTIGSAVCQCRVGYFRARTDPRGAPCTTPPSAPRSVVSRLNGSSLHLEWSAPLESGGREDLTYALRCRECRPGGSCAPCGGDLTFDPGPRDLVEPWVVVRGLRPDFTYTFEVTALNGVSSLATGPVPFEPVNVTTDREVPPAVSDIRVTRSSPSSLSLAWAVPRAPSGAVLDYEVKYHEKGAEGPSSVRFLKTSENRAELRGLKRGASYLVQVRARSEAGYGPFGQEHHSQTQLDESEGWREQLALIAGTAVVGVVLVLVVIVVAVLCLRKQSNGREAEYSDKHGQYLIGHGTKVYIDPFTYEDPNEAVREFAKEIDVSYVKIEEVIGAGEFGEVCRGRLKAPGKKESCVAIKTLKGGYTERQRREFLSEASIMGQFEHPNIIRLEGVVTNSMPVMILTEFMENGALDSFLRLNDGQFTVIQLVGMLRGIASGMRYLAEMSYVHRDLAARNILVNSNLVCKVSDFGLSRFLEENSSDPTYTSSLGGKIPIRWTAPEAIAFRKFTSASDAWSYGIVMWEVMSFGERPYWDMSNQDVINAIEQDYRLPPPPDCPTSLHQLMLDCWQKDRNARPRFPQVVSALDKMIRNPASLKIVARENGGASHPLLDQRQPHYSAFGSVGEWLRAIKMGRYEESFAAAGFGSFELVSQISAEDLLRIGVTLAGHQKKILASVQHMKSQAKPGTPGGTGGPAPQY
CYP2C9 act: CYP2C9 (human) activation. actives 1.4% (n = 96,000). activation factor at 5 µM. P11712. recombinant CYP2C9, luciferin-H conversion, luminescence; active compounds read high; factor 1 = untreated enzyme, 0 = blocked. AID 1024;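 active = activation factor of 2 or more for CYP2C9 at a 5 µM dose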;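 also: 0 = sulfaphenazole-blocked wells and 1 = vehicle-only wells; values of inactives mirror those of a sister screen read the other way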
CYP2C9 inh: inhibitors of human CYP2C9 | inhibition, % at 5 µM | actives 20% (n = 96,000) | CYP2C9 Supersomes, luciferin-H conversion, luminescence | P11712;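 active = blocking of liver enzyme CYP2C9 beyond about 50% at 5 µM, limit read from the data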; also: values of inactives mirror those of a sister screen read the other way
Rev-RRE block: disrupts HIV-1 Rev binding to RRE RNA; P05866; Rev peptide-RRE RNA binding, FRET; AID 704; actives 0.79% (n = 97,000); inhibition, % at 8 µM;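 active = inhibition above the screen-wide mean plus 3 SD, cut at about 35% in these data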;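 also: 0% = median DMSO wells and 100% = median Neomycin B control wells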
Target sequence (P05866 whole entry, looked up): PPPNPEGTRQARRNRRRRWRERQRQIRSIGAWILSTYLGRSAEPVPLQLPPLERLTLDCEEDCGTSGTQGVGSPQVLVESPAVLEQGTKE
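Material: labelled RRE RNA duplex and labelled Rev peptide / Buffer or medium: HEPES pH 7.5 salt buffer with EDTA / Compound dosing: single point, 8 µM final nominal compound concentration / Benchmarks: DMSO low control, neomycin B high control / Timing: 5 min preincubation and 15 min binding, 25 °C / Technique: FRET fluorescence readout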
CYP2C19 act: activators of human cytochrome P450 2C19; recombinant CYP2C19, luciferin-H EGE luminescence; active compounds read high; 0 = fully inhibited enzyme, 1 = untreated enzyme; activation factor at 5 µM; 96,000 tested, under 10 active;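 active = activation factor of at least 2 at 5 µM in the primary screen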;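 also: 0 = wells with 2.5 mM tranylcypromine and 1 = vehicle-only wells; values of inactives mirror those of a sister screen read the other way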
PLAP activator: activators of human placental alkaline phosphatase | P05187 | purified PLAP enzyme, luminescent substrate read-out; active compounds read high | activation fold at 20 µM | actives 1.2% (n = 96,000) | AID 696; in the data active = activation fold above about 2
PLK1 kinase inh: inhibitors of human PLK1 kinase | P53350 | inhibition, % at 10 µM | actives 0.53% (n = 97,000) | recombinant PLK1 kinase, TR-FRET peptide phosphorylation;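 active = inhibition of 50% or more in the single-concentration screen; inactive = inhibition below 50%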;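 also: 0% = DMSO max control and 100% = H-89 dihydrochloride min control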
PLK1 PBD inh: Plk1 (human) PBD binding inhibition; Plk1 PBD phosphopeptide binding, fluorescence polarization; actives 0.13% (n = 97,000); P53350; inhibition, %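 (tested at about 20 µM)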; in the data active = inhibition above about 34%, passing the limit was not always enough
CYP2C19 inh: inhibitors of human CYP2C19; P33261; CYP2C19 Supersomes, luciferin-H EGE luminescence, 30 min; inhibition, % at 5 µM; actives 21% (n = 96,000);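 active = CYP2C19 inhibition above a set limit at 5 µM in the primary screen, cut at about 50% in these data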;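 also: plate controls were negative control wells for no effect and 2.5 mM tranylcypromine positive control for full effect; values of inactives mirror those of a sister screen read the other way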
Starred values were filed as active, the others as inactive; x = no result given. Outcome played no part in choosing rows (roughly 29% active in at least one column).

EphB4 antag	CYP2C9 act	CYP2C9 inh	Rev-RRE block	CYP2C19 act	PLAP activator	PLK1 kinase inh	PLK1 PBD inh	CYP2C19 inh	Compound
6	0	97*	23	0.3	1.9	-7	21	69*	CCCCNS(=O)(=O)c1ccc2nc(SCC(=O)Nc3sccc3C#N)[nH]c2c1
-1	0.6	40	8	1	1	-31	-10	2	COC(=O)c1ccc(C2NC(C(=O)O)CS2)cc1 (stereo unspecified)
-1	1	5	4	1	1	-8	-36	0	Cc1ccc(S(=O)(=O)NC(=O)NCc2ccccn2)cc1
0	1	0	-1	1	0.8	-7	-4	-3	N#Cc1ccc(Cl)cc1NC(=O)COC(=O)c1ccc(S(=O)(=O)N2CCCC2)cc1
-2	1	1	1	1	1.5	7	-32	-3	Cc1ccccc1NC(=O)c1cnn(-c2ccccc2)c1NC(=O)c1ccco1
5	0.8	17	7	0.9	1.1	4	4	11	CC1(C)CC(=O)c2cnc(N3CCc4ccccc4C3)nc2C1
1	0.4	61*	2	0.4	1.1	-12	0	57*	CC(Oc1ccccc1)C(=O)Nc1nc2c(s1)C(=O)CC(C)(C)C2 (stereo unspecified)
6	0.3	67*	4	0.5	1.1	-12	-15	50*	COc1cccc(/C=N/NC(=O)c2c(-c3ccccc3)noc2C)c1
3	0.8	15	7	0.8	1.4	-8	-29	18	COc1cc(OC)cc(-c2nc3nc(C)c(CCC(=O)O)c(C)n3n2)c1
-2	1.3	-33	3	1	1.5	-14	-15	-3	CCOC(=O)c1ccc(NC(=O)N2CC(C)OC(C)C2)cc1 (stereo unspecified)
6	x	x	1	x	x	-9	-26	x	CCCCn1c(CN2CCN(c3cccc(Cl)c3)CC2)nc2c1c(=O)[nH]c(=O)n2C
-8	0.8	22	-6	0.6	1.1	-11	-5	41	CC(C)COc1nc2ccccc2c(=O)n1OCC(=O)O
-3	1.1	-10	7	1.1	0.8	-8	4	-8	CCOC(=O)Cn1c2c(c(=N)c3ccccc31)CCC2
x	1.1	-6	x	0.5	1.1	x	x	54*	O=C(OCC(=O)N(C1CCCCC1)C1CCCCC1)c1cnccn1
3	1.1	-8	7	0.8	1	-28	-14	21	COC(=O)C1=C(C)NC(=O)C1(NS(=O)(=O)c1ccc(C)cc1)C(F)(F)F (stereo unspecified)
5	1.1	-13	7	0.8	0.9	-6	-10	21	Cc1c(C#N)c(SCC(N)=O)nc2c1CCCC2
5	0.9	8	4	0.7	1.1	1	25	28	CCNC(=O)NC(=O)CSc1nc2ccccc2n1CC(C)C
4	1.1	-10	2	1	0.8	-12	-1	4	COCCn1nnnc1C(C(C)C)N1CCN(C(=O)c2ccco2)CC1 (stereo unspecified)
-3	1	-5	-1	1	0.9	-5	-18	-4	CCN=C(Nc1ccc(Cl)cc1)c1cccnc1
3	0.8	19	-3	0.8	1.1	-13	16	15	O=C(Nc1nnc(-c2ccc3c(c2)OCCO3)o1)c1ccc(Cc2ccccc2)cc1
-5	0.7	27	4	0.9	0.9	-23	-10	7	CCCc1nc(N2CCOCC2)c2sc(=S)n(-c3ccccc3)c2n1
-4	1	0	5	0.9	1.5	-5	-31	9	CCN(CC)CCN(C)Cc1ccc(Br)cc1
-2	0.3	68*	-3	0.4	1.5	-3	4	59*	O=C1CC(c2ccco2)Cc2nc(Nc3nc(-c4ccccc4)c4ccccc4n3)ncc21 (stereo unspecified)
-3	0.3	70*	2	0.7	1.4	-3	30	32	COC(=O)c1ccc(CSc2nnc(NC(=O)C3CCCO3)s2)cc1 (stereo unspecified)
-7	0.8	16	2	1	1	-11	1	0	O=C(Nc1ccc(F)c(F)c1)c1ccc(F)c(S(=O)(=O)N2CCOCC2)c1

Some of these compounds in order of molecular weight, smallest number first:
EphB4 antag	CYP2C9 act	CYP2C9 inh	Rev-RRE block	CYP2C19 act	PLAP activator	PLK1 kinase inh	PLK1 PBD inh	CYP2C19 inh	Compound
5	1.1	-13	7	0.8	0.9	-6	-10	21	Cc1c(C#N)c(SCC(N)=O)nc2c1CCCC2
x	1.1	-6	x	0.5	1.1	x	x	54*	O=C(OCC(=O)N(C1CCCCC1)C1CCCCC1)c1cnccn1
-3	0.3	70*	2	0.7	1.4	-3	30	32	COC(=O)c1ccc(CSc2nnc(NC(=O)C3CCCO3)s2)cc1 (stereo unspecified)

More entries:
EphB4 antag	CYP2C9 act	CYP2C9 inh	Rev-RRE block	CYP2C19 act	PLAP activator	PLK1 kinase inh	PLK1 PBD inh	CYP2C19 inh	Compound
6	0.8	16	5	0.7	0.7	-4	3	35	CCOC(=O)C1CCCN(C(=O)COc2ccccc2O)C1 (stereo unspecified)
-2	x	x	-3	x	x	-9	4	x	CN1CCN(C2=Cc3ccccc3Sc3cc(F)ccc32)CC1
-4	0.7	26	1	0.8	1	-9	-5	19	O=C(CCc1ccccc1)Nc1ccc(NC(=O)C2CC2)nc1
-3	0.3	70*	10	0.3	1.8	-6	-15	70*	CCOC(=O)c1c(C)sc2c1N(C(=O)CN(CC)CC)c1cc(Cl)ccc1S2
x	0.9	12	x	0.9	0.7	x	x	9	CCn1c(SC)nc2c(c1=O)SC(C)C2 (stereo unspecified)
-6	0.8	15	1	1	1.4	-4	19	-1	Cc1cc(C(=O)COC(=O)c2cccs2)c(C)n1-c1c(C)n(C)n(-c2ccccc2)c1=O
-10	1	1	1	0.6	0.9	-9	-2	41	Cc1ccc(C)c(NC(=O)C2CC(O)CN2C(=O)OCc2ccccc2)c1 (stereo unspecified)
-1	x	x	3	x	x	-11	-16	x	CCCCCCCCCCNC(=O)CCn1[nH]c(=O)c2ccccc2c1=O
x	0.9	14	x	0.8	1	x	x	22	CCOc1cc(NC(=O)c2cnccn2)c(OCC)cc1NC(=O)c1ccc(OC)cc1
1	1	2	-1	0.5	1	0	-10	47	Cc1ccc2c(c1)N(CC(=O)NC1CCCc3ccccc31)C(=O)CO2 (stereo unspecified)
1	0.9	12	-3	0.9	0.9	-15	-6	12	Cc1cccc(Nc2nc(N)nc(CSc3nccn3C)n2)c1
-2	1	-4	-2	0.9	1	1	13	14	CCOC(=O)c1ccccc1NC(=O)c1cncc(Br)c1
x	0.9	11	x	0.9	0.7	x	x	10	Cc1cccc(OCc2nnc(SCC(=O)Nc3cc(C)on3)n2C)c1
0	0.6	45	5	0.8	0.9	-9	6	15	O=C(CCn1cnc2ccccc2c1=O)Nc1nc2c(s1)CCCC2
x	0.2	81*	x	0.1	1.3	0	8	95*	CC(=O)N1c2ccccc2N(Cc2ccc(C)cc2C)C(=O)C1(C)C
-6	0.8	25	3	0.1	1.1	-19	-20	89*	CC(NC(=O)Cn1nc(-c2ccccc2)c2ccccc2c1=O)c1ccccc1 (stereo unspecified)
x	1	0	x	0.9	1	x	x	5	CCOC(=O)c1c(C)c(C(=O)NC(C)COC)c(C)n1CC (stereo unspecified)
7	0.2	76*	1	1	1.4	-11	14	-3	CCN(CC)S(=O)(=O)c1ccc(C(=O)Nc2c3c(nn2C(C)(C)C)CS(=O)(=O)C3)cc1
3	0.8	23	6	0.8	0.9	20	-8	20	Cc1nc(N)sc1C(=O)N/N=C/c1c[nH]c2ccccc12
2	0.8	22	2	0.8	1.2	-2	13	16	CCN1C(=O)NC2=C(C(=O)c3ccccc32)C1c1ccccc1F (stereo unspecified)
1	0.7	28	0	0.4	1.4	-3	6	55*	COc1ccc(NC(=O)c2cncc(Br)c2)c(S(=O)(=O)N2CCOCC2)c1
-3	1.7	-72	6	0.7	2*	-7	11	33	O=C(COc1cccc2ccccc12)NNC(=O)[C@@H]1CCCC[C@@H]1C(=O)O
10	0.9	11	10	0.8	1	-13	4	19	CCOC(=O)C1=C(N)n2c(s/c(=C/c3ccccc3)c2=O)=C(C(=O)OCC)C1c1ccccc1 (stereo unspecified)
6	0.8	22	5	0.9	1.1	-16	7	8	CC(=O)c1cccc(NC(=O)CN2C(=O)NC3(CCCCCCC3)C2=O)c1
5	0.9	6	7	0.9	1.1	-5	-4	9	CC(NC(=O)c1cccc(F)c1)C(c1cccs1)N1CCN(C)CC1 (stereo unspecified)

A few values from the entries so far.
CCOC(=O)C1CCCN(C(=O)COc2ccccc2O)C1 (stereo unspecified) – CYP2C19 inh: 35
Cc1cccc(Nc2nc(N)nc(CSc3nccn3C)n2)c1 – CYP2C19 inh: 12
O=C(CCc1ccccc1)Nc1ccc(NC(=O)C2CC2)nc1 – CYP2C9 act: 0.7
CC(NC(=O)Cn1nc(-c2ccccc2)c2ccccc2c1=O)c1ccccc1 (stereo unspecified) – PLK1 PBD inh: -20

Records listed above printed as active in PLAP activator:
EphB4 antag	CYP2C9 act	CYP2C9 inh	Rev-RRE block	CYP2C19 act	PLAP activator	PLK1 kinase inh	PLK1 PBD inh	CYP2C19 inh	Compound
-3	1.7	-72	6	0.7	2*	-7	11	33	O=C(COc1cccc2ccccc12)NNC(=O)[C@@H]1CCCC[C@@H]1C(=O)O

The main list resumes, repeating the 2 entries before the break.
EphB4 antag	CYP2C9 act	CYP2C9 inh	Rev-RRE block	CYP2C19 act	PLAP activator	PLK1 kinase inh	PLK1 PBD inh	CYP2C19 inh	Compound
6	0.8	22	5	0.9	1.1	-16	7	8	CC(=O)c1cccc(NC(=O)CN2C(=O)NC3(CCCCCCC3)C2=O)c1
5	0.9	6	7	0.9	1.1	-5	-4	9	CC(NC(=O)c1cccc(F)c1)C(c1cccs1)N1CCN(C)CC1 (stereo unspecified)
3	0.6	44	-4	0.8	1	-3	-31	24	O=C(CCCn1c(SCC(=O)NCC2CCCO2)nc2ccccc2c1=O)NCC1CCCO1 (stereo unspecified)
x	0.8	16	x	0.8	1	x	x	19	CCOC(=O)N1CCN(C(=O)C(C)N(c2ccc(Oc3ccccc3)cc2)S(C)(=O)=O)CC1 (stereo unspecified)
8	0.8	24	9	0.7	1	-2	-22	29	CCOc1ccc(C(=O)Nc2cccc(-c3nc4cccnc4o3)c2)cc1Cl
-10	1.2	-17	2	0.8	0.9	0	-3	16	CC1(C)CC(CC(=O)Nc2ccc([N+](=O)[O-])cc2)C(=O)O1 (stereo unspecified)
0	0	100*	13	0	1.5	-16	-6	98*	FC(F)(F)c1cccc(N2CCN(c3nnnn3-c3ccccc3)CC2)c1
1	0.2	76*	7	0.5	1.5	-10	20	46	CCOC(=O)C(C)(C)Sc1nc2c(cnn2-c2ccc(Cl)cc2)c(=O)[nH]1
0	0.1	94*	6	0.1	1	-11	5	94*	Cc1ccc(F)cc1NC(=O)C1CCCN(c2ncccn2)C1 (stereo unspecified)
-1	0.5	46	5	0.1	0.9	-12	-15	91*	O=c1c(-c2ccnn2-c2cccc(Cl)c2)cnc2n1CCS2
-3	1	-2	6	1.2	1	-15	-5	-19	Cc1nc2ccc(NC(=O)c3ccc(Cl)s3)cc2s1
-2	x	x	1	x	x	-15	24	x	CCC(=O)NC(Nc1ncc(C)s1)(C(=O)OC)C(F)(F)F (stereo unspecified)
3	x	x	0	x	x	-10	6	x	CC(C)OC(=O)c1cc(NC(=S)Nc2ccc([N+](=O)[O-])cc2)cc(C(=O)OC(C)C)c1
-4	1	-2	0	0.7	1	-9	5	32	O=C(O)c1ccccc1C(=O)NCc1cccnc1
-1	0.6	45	1	0.9	0.7	16	16	10	Oc1ccc(-c2csc(-c3ccccc3)n2)cc1O
